# High-throughput results deposited in PubChem BioAssay by The Scripps Research Institute Molecular Screening Center.
# TDP2 inh: blocks human TDP2 phosphodiesterase activity; 370,000 compounds, 0.34% hits; inhibition, % at 12.8 µM; O95551; AID 720702; recombinant TDP2, T5PNP hydrolysis, p-nitrophenol absorbance 415 nm;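 active = inhibition above the mean of all tested compounds plus 3 SD, set per campaign, cut at about 25% in these data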;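 note: 0% = DMSO with enzyme and 100% = buffer with substrate but no TDP2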
# Target sequence (O95551 whole entry, looked up): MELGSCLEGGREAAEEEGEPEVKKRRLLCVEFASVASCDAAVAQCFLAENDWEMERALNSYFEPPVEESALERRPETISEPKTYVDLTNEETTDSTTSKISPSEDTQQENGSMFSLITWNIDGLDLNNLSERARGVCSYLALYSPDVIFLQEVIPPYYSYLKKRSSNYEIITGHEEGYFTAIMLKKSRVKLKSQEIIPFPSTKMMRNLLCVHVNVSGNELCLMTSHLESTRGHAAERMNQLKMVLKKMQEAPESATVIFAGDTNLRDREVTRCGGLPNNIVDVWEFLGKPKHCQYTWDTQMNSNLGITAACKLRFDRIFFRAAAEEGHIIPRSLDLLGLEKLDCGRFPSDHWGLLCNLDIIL
#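 Material: recombinant human TDP2; quantity: TDP2 enzyme at 120 nM final; medium: Tris-HCl pH 7.5 with MgCl2; compound: single concentration, 12.8 µM nominal, with 1% DMSO; incubation: 2 h enzyme incubation at 37 °C; signal: epi absorbance; measure: percent inhibition; benchmarks: high control without enzyme, low control DMSO plus TDP2; repeats: singlicate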
# SIAE primary: blocks human sialic acid acetylesterase; Q9HAT2; SIAE FP-Rh probe binding, fluorescence polarization; inhibition, % at 9.66 µM; 370,000 compounds, 0.69% hits; AID 1053197;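 active = inhibition above a cutoff: mean of compounds within the control limits plus 3 SD of those, cut at about 17% in these data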;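 note: 0% = plate median of compound wells and 100% = probe without SIAE protein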
# DDE Tn7 FP inh: disrupts Tn7 cyclic peptide binding to fibrin D-Dimer-E complex | P02675 | FP displacement of FITC-Tn7 peptide from fibrin DD(E); 0% = median of compound wells per plate | inhibition, % at 8.3 µM | 370,000 compounds, 0.13% hits | AID 720508;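 active = inhibition above the mean of compounds falling within the control limits plus 3 SD of them, cut at about 14% in these data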;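 note: 0% = plate median of compound wells and 100% = 10 µM Aha-Tn7 peptide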
#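 Also added: labelled Tn7 tracer, 0.1 µM; Assay system: human fibrin DD(E) protein; Amount: 2 µM fibrin DD(E); Schedule: 10 min compound pre-incubation, 3 h probe incubation at room temperature; Repeats: one replicate per compound; Read-out basis: percent inhibition; Measured by: fluorescence polarization of the labelled Tn7 tracer.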
# MBD2 inh: blocks human MBD2 binding to methylated DNA. Q9UBB5. TR-FRET, MBD2 binding to methylated oligonucleotide. inhibition, % at 4.4 µM. 370,000 compounds, 0.31% hits; in the data active = inhibition above about 13%
# Target sequence (Q9UBB5 whole entry, looked up): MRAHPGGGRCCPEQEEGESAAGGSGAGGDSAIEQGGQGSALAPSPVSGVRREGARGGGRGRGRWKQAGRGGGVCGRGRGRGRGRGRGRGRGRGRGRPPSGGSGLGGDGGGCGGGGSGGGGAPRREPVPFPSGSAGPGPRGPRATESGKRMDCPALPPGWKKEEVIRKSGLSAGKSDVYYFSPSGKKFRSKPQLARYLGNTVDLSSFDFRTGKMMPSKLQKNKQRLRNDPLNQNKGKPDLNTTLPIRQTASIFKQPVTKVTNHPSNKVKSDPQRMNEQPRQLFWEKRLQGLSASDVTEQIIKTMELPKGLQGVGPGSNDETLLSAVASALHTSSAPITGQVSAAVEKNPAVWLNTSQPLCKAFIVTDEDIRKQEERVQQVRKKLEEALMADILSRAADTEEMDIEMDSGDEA
# TCR-CD3 inh: human TCR-CD3 binding inhibition. 360,000 compounds, 0.37% hits. TAMRA-labeled TCR probe fluorescence, biochemical. inhibition, % at 9.4 µM; in the data active = inhibition above about 19%;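 note: recombinant mutant TCR 2C K166C tagged with TAMRA read by polarization; 0% = receptor in buffer alone and 100% = receptor with positive control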
# LEDGF integ inh: blocks HIV-1 LEDGF/p75-dependent DNA integration; inhibition, % at 3.7 µM; TR-FRET IN-LEDGF/p75 DNA integration, Eu/Cy5; 370,000 compounds, 0.64% hits;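 active = inhibition above the screen-wide mean plus 3 SD, cut at about 13% in these data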;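 note: signal is the Cy5 over europium emission ratio at 671 and 618 nm; 0% = plate median of compound wells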
# PRMT1 FP inh: inhibitors of human PRMT1; recombinant PRMT1, activity-based probe fluorescence polarization; 370,000 compounds, 1.3% hits; AID 652257; inhibition, % at 2.79 µM; Q99873;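 active = inhibition above about 21% made by adding two undisclosed values, limit read from the data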
# UHRF1 binding: UHRF1 methyl-DNA binding inhibition; 370,000 compounds, 0.75% hits; Q96T88; inhibition, % at 4.4 µM; UHRF1 binding to methylated oligo, TR-FRET; in the data active = inhibition above about 21%;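 note: UHRF1 SRA domain binding a hemimethylated CpG hairpin DNA probe; 0% = median of test compound wells and 100% = reference inhibitor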
# KLK7 zymogen act: activates the human kallikrein-7 zymogen | P49862 | purified proKLK7, EDANS-DABCYL substrate fluorescence; 100% is mature enzyme control, 0% vehicle | activation, % at 7 µM | 370,000 compounds, 0.9% hits | AID 652039;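 active = activation above the mean of all tested compounds plus 3 SD, computed per campaign excluding outliers beyond control limits, cut at about 13% in these data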
# Target sequence (P49862 whole entry, looked up): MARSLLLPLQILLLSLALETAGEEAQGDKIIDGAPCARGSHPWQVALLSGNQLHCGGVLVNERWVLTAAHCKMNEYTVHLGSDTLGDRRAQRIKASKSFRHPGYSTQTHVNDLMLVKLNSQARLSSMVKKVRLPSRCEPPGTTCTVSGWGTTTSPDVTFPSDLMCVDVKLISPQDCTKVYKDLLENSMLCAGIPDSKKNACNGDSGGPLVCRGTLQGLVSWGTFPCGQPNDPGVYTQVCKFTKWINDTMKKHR
# DDE Tn6 FP inh: inhibitors of Tn6 peptide binding to human fibrin DD(E). P02675. Fibrin DD(E) TRITC-Tn6 fluorescence polarization displacement. inhibition, % at 8.3 µM. 370,000 compounds, 0.21% hits;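 active = inhibition above a per-campaign cutoff: mean of compounds within control limits plus 3 SD, cut at about 15% in these data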;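 note: 0% = median of all compound wells on the plate and 100% = blocking peptide control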
# Starred values were filed as active, the others as inactive; nt = not tested or not shown. The order is random; overall some 4.6% were active at least once.
SMILES,TDP2 inh,SIAE primary,DDE Tn7 FP inh,MBD2 inh,TCR-CD3 inh,LEDGF integ inh,PRMT1 FP inh,UHRF1 binding,KLK7 zymogen act,DDE Tn6 FP inh
Cc1nnc(SCC(=O)NC2CCCc3c2cnn3-c2ccc(F)cc2F)o1 (stereo not drawn),-6,-25,1,1,9,3,-5,-2,0.5,1
Cn1nnnc1-c1cc(Cl)cc(Cl)c1,-5,9,-10,3,-3,-1,-4,2,-0.5,1
CCCCCCN1CCN(C2CN(Cc3cn(Cc4cccc(C(F)(F)F)c4)nn3)S(=O)(=O)C2)CC1 (stereo not drawn),-7,1,-6,9,-8,4,-4,18,-0.3,5
C#CCN1C=CC(=O)[C@@H](OC(=O)Nc2ccc(Br)cc2)[C@H]1c1ccccc1Br,3,-3,-2,-2,-4,2,-3,10,0.1,-5
CCOC(=O)N1CCN(C(=O)c2ccc3c(Cl)c4c(nc3c2)CCCC4)CC1,-10,-2,-3,3,10,0,-5,-2,0.0,-6
CC(=O)Nc1ccc(S(=O)(=O)NCCC(=O)OCCN2C(=O)c3ccccc3C2=O)cc1,13,-1,5,3,3,0,-2,-1,0.6,-2
COc1ccc(C(NC(=O)C(C)C)c2c(O)ccc3ccccc23)cc1 (stereo not drawn),2,3,3,-1,6,2,0,-1,-6.5,3
O=c1[nH]c(C2CCN(S(=O)(=O)/C=C/c3ccccc3)CC2)nc2c1nnn2Cc1ccccc1,-2,-11,0,-1,7,2,1,-1,0.4,-1
COc1ccc(NC(=O)CSc2nc3[nH]ncc3c(=O)[nH]2)c(OC)c1,-18,-5,-9,3,-1,7,-4,5,0.0,-4
Cn1cnnc1SC1c2cccc3cccc(c23)C1NS(=O)(=O)c1ccccc1 (stereo not drawn),9,17,7,-2,10,-1,0,-1,-0.1,6
COC(=O)C[C@@H]1CC[C@H]2[C@@H](COc3ccc(NS(=O)(=O)CC(F)(F)F)cc3C(=O)N2C)O1,9,8,3,7,nt,-4,4,2,-0.1,-4
Cn1c(=O)cc(SCC(=O)NCCC2=CCCCC2)c2ccc(Cl)cc21,-12,0,-4,-2,4,1,0,5,0.0,-6
COc1ccccc1CN(C)C(=O)CN1C(=O)c2ccccc2C1=O,-3,1,-3,-4,-4,-4,4,5,-0.1,-5
Cc1cccc(C)c1NC(=O)C1(NC(=O)c2cnccn2)CCCCC1,-3,-1,0,-2,-2,2,-1,2,0.0,-2
Cc1ccc(C(c2ccc(C)o2)c2cccc([N+](=O)[O-])c2O)o1,7,7,0,1,3,1,12,1,-0.4,0
Cc1ccc2[nH]c3c(=O)n(CCCN4CCOCC4)cnc3c2c1,-9,0,2,-1,-11,0,1,2,-0.2,-1
Oc1oc(-c2ccc(Br)cc2)nc1/C=N/c1ccccn1,1,-1,7,4,-6,-4,3,16,-0.7,3
CC1CN(C(=S)Nc2cccc(Cl)c2)CC(C)O1 (stereo not drawn),5,4,-3,2,-2,0,1,0,-0.2,2
C/C(=N\S(=O)(=O)c1ccc(C)cc1)Nc1cc(C(C)C)c(O)cc1C,-5,1,-8,-4,4,0,0,1,0.2,-1
CN(Cc1c(F)cccc1Cl)C(=O)c1cc2ccccc2o1,1,6,-3,0,-2,-4,0,1,-0.2,9
Cc1ccc(SC(C)c2nc(-c3ccccc3)no2)cc1 (stereo not drawn),-3,-4,-7,-1,7,1,-1,-2,-0.4,-4
CN(C)CCCNc1nc2cc(-c3ccccc3)sc2c(=O)n1C,-13,-7,5,-7,3,4,-5,-3,0.8,5
[O-][n+]1ccccc1/C=C/c1ccccc1,6,-1,4,-1,2,-2,0,-1,0.5,1
COc1ccc(Oc2cccc(Cl)c2CNC(=O)CSCC(=O)O)cc1,-1,0,-3,0,-6,4,0,5,-0.1,-9
CCN1CCN(C(=O)CN(C)S(=O)(=O)c2ccc(OC)cc2)CC1,2,6,2,7,-5,1,0,2,-0.4,4

# Further structures follow:
SMILES,TDP2 inh,SIAE primary,DDE Tn7 FP inh,MBD2 inh,TCR-CD3 inh,LEDGF integ inh,PRMT1 FP inh,UHRF1 binding,KLK7 zymogen act,DDE Tn6 FP inh
CC(=O)N1CCSc2ccc(S(=O)(=O)Nc3ccccc3C)cc21,4,-5,0,3,-2,-3,4,1,-0.6,6
CC(C)(C)c1nnc(N/N=C/c2ccccc2)n(N)c1=O,2,3,0,3,9,-4,0,-2,0.5,-4
Cn1c(=O)n(C)c2cc(NS(=O)(=O)c3ccccc3[N+](=O)[O-])ccc21,2,-3,-2,-5,12,3,-6,-2,0.1,1
CCOc1ccc(NC(=O)CN(C)C(=O)c2sccc2-c2ccccc2)cc1OCC,1,6,4,1,4,-1,5,1,0.5,1
O=C(c1ccc(-c2ccc([N+](=O)[O-])cc2)o1)N1CCN(S(=O)(=O)c2cccs2)CC1,-4,1,6,1,2,1,3,-1,-1.4,-7
COC(=O)c1cccc(N2CCCC2=O)c1,-11,-5,5,7,-8,0,5,3,-0.5,-4
CCOC(=O)c1ccc(CN(Cc2ccccc2)S(=O)(=O)c2cccc([N+](=O)[O-])c2)cc1,0,14,-9,6,-1,4,-3,-3,-0.1,6
CCc1ccc(S(=O)(=O)n2c(C)nc3ccccc32)cc1,6,3,3,-3,-1,-1,-2,-5,-0.2,0
Cc1ccc(C2=NNC(c3ccc(Cl)cc3)=Nc3ccccc32)o1,-7,-2,-5,0,-1,-2,-1,0,0.1,-4
CCCN(C(=O)COC(=O)CSc1ccc([N+](=O)[O-])cc1)C1CCS(=O)(=O)C1 (stereo not drawn),5,12,-1,-3,0,0,2,-1,-0.1,4
CCN(CC)CCN1C(=O)C(O)=C(C(=O)c2cc3ccccc3o2)C1c1cccnc1 (stereo not drawn),-1,-1,4,-7,7,-2,0,1,0.2,-7
CC(=O)Nc1ccc(C(=O)NNC(=O)C2C3CCCCC32)cc1 (stereo not drawn),19,5,-4,-3,1,1,-3,-2,-0.2,-11
COc1ccc(NC(=O)CCC(=O)OCc2ccc([N+](=O)[O-])cc2)cc1,-4,-2,5,3,-5,-1,1,-1,-0.5,-6
CN=C1CC(C)(C)CC(=O)/C1=C(/O)CCC(=O)NC,10,4,4,-2,0,2,0,1,0.1,4
CC(=O)OCC(=O)Nc1ccccc1OC(F)F,9,1,3,-5,1,3,-9,-2,0.8,-2
CC12C(=O)N(c3cccc(OC(=O)c4ccco4)c3)C(=O)C1C1c3ccccc3C2c2ccccc21 (stereo not drawn),11,5,-2,-2,4,2,-2,-1,0.8,11
C[C@@]12C(=O)N(c3ccc(Cl)cc3)C(=O)N1[C@@H]1c3ccccc3OC[C@@H]1[C@H]2c1ccccc1,0,-3,-2,6,1,-2,5,3,-0.2,-12
COc1ccc(-c2nnc(SCC(=O)Nc3ncc(C(F)(F)F)cc3Cl)n2CC(C)C)cc1,1,-6,4,0,-4,-2,2,2,0.4,1
O=C(c1ccc2c(c1)OCO2)N1CCC2(CC1)Oc1ccc(Cl)cc1C(=O)C21CC(c2cccnc2)=NO1 (stereo not drawn),-10,-1,2,1,-5,2,8,4,0.1,1
O=S(=O)(Nc1ccc(O)c2ccccc12)c1ccc(F)cc1,47*,2,9,-5,1,27*,16,-1,-4.6,1
CCOc1ccc(-n2c(SCC(=O)Nc3cc(C)on3)nc3c(c2=O)SCC3)cc1,-7,3,-7,-2,-5,-5,4,5,0.3,4
CCOC(=O)C1=Nc2cccc3c(O)ccc1c23,-12,30*,46*,-17,85*,2,75*,-19,53*,8
O=[N+]([O-])c1cc(S(=O)(=O)N2CCCC2)ccc1NN=C1CCCCC1,-3,2,3,3,0,0,2,2,-0.1,10
COc1ccccc1/C=C/C(=O)Nc1cccnc1Cl,8,-6,10,-2,0,-2,0,-1,1.0,3
COc1ccc(N2CCN(c3nc(-c4cccs4)nc4ccccc34)CC2)cc1,1,-2,-2,0,6,4,0,-2,-35,-8

# Marked active in TDP2 inh (from the list above):
SMILES,TDP2 inh,SIAE primary,DDE Tn7 FP inh,MBD2 inh,TCR-CD3 inh,LEDGF integ inh,PRMT1 FP inh,UHRF1 binding,KLK7 zymogen act,DDE Tn6 FP inh
O=S(=O)(Nc1ccc(O)c2ccccc12)c1ccc(F)cc1,47*,2,9,-5,1,27*,16,-1,-4.6,1

# Arranged by molar mass (highest first): some entries from above
SMILES,TDP2 inh,SIAE primary,DDE Tn7 FP inh,MBD2 inh,TCR-CD3 inh,LEDGF integ inh,PRMT1 FP inh,UHRF1 binding,KLK7 zymogen act,DDE Tn6 FP inh
Cn1c(=O)cc(SCC(=O)NCCC2=CCCCC2)c2ccc(Cl)cc21,-12,0,-4,-2,4,1,0,5,0.0,-6
CCN1CCN(C(=O)CN(C)S(=O)(=O)c2ccc(OC)cc2)CC1,2,6,2,7,-5,1,0,2,-0.4,4
COc1ccccc1CN(C)C(=O)CN1C(=O)c2ccccc2C1=O,-3,1,-3,-4,-4,-4,4,5,-0.1,-5
O=S(=O)(Nc1ccc(O)c2ccccc12)c1ccc(F)cc1,47*,2,9,-5,1,27*,16,-1,-4.6,1

# (continued)
SMILES,TDP2 inh,SIAE primary,DDE Tn7 FP inh,MBD2 inh,TCR-CD3 inh,LEDGF integ inh,PRMT1 FP inh,UHRF1 binding,KLK7 zymogen act,DDE Tn6 FP inh
NC(N)=Nc1ccc(C=C2C=Cc3ccccc32)cc1,2,3,-11,-3,7,0,0,-4,0.7,-2
COc1ccc(C(=O)Nc2c(C)csc2C(=O)O)cc1,7,-1,2,2,0,-7,0,1,0.1,3
COc1ccc(CCNC(=O)COC(=O)c2cnc(C)cn2)cc1OC,-9,-1,-2,0,-2,0,0,1,0.2,4
CN1CCC(=NNC(=O)CN(c2ccc([N+](=O)[O-])cc2)S(=O)(=O)c2ccccc2)CC1,2,5,3,0,-7,-3,5,3,0.2,0
CCOC(=O)C1(Cc2ccccc2C)CCCN(C(=O)CSC)C1 (stereo not drawn),2,-5,-2,5,5,2,-7,0,-0.1,3
O=C(NC(=S)Nc1ccc(N2CCCC2)cc1)c1ccc(F)cc1,-6,5,5,3,-7,-1,3,-1,0.1,5
CCOc1ccc(C(C)NC(=O)Nc2ccccc2C(=O)OC)cc1 (stereo not drawn),-11,-6,-7,7,-2,-4,6,6,-0.2,6
O=C(CCC(=O)NC1CCCCCCC1)Nc1nnc(C(F)(F)F)s1,-5,0,10,-5,8,-1,1,-2,-0.3,-1
COC(=O)CN1C(=O)[C@H]2[C@@H](C3CC3)N3C(=O)CN(CCO)C(=O)[C@@]3(Cc3ccccc3)[C@H]2C1=O,1,2,7,-1,-2,1,-2,0,0.1,-7
Cc1ccc(C)c(S(=O)(=O)N2CCN(C(=O)c3ccc(OCc4c(C)noc4C)cc3)CC2)c1,-10,1,3,-3,-2,0,0,0,0.1,-2
Cc1nc(N2CCCCCC2)c2ccccc2n1,2,0,4,-1,0,1,0,3,0.0,-1
O=C(CCC(=O)c1ccc[nH]1)c1ccc(Cl)cc1,9,-1,3,-3,-10,4,4,1,-0.8,-4
